Source: PubChem BioAssay
FBW7 act: FBW7 E3 ligase activators, primary screen, biochemical, AlphaScreen, human | F-box/WD repeat-containing protein 7 (Homo sapiens), Q969H0 | AlphaScreen FBW7–phospho-cyclin E peptide binding, activator screen | normalized activity (activation), % at 26.1 µM | hit rate 0.13% among 650,000 | AID 1259310, 2017; in the data active = normalized activity above about 1.9%;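 note: purified mutant Fbw7 with reduced substrate affinity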
Target sequence (Q969H0 whole entry, looked up): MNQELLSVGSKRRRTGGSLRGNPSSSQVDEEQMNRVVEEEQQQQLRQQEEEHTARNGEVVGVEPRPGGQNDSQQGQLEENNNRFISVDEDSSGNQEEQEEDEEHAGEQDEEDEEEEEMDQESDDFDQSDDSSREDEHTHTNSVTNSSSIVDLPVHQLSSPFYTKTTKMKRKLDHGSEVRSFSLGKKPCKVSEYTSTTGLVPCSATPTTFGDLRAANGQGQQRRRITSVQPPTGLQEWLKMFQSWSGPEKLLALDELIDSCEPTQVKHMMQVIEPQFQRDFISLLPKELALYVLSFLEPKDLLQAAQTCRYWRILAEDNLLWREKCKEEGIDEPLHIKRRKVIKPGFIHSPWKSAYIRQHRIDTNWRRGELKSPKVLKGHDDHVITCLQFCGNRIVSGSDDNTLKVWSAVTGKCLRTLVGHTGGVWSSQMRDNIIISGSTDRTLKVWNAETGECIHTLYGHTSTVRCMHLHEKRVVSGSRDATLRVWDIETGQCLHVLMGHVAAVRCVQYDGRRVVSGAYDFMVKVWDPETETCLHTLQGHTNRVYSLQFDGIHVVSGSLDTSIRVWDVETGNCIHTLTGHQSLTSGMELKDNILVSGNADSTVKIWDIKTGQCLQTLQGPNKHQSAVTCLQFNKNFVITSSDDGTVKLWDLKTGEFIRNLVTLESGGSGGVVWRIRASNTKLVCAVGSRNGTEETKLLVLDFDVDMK
MITF primary: MITF inhibitors, primary screen, biochemical, AlphaScreen, human; Microphthalmia-associated transcription factor (Homo sapiens), O75030; AlphaScreen MITF homodimerization, bead proximity signal; inhibition, % at 2.6 µM; hit rate 0.91% among 650,000; AID 1259374, 2018; in the data active = inhibition above about 50%;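 note: 0% = vehicle wells with protein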
GPR151 ag: activators of human GPR151, primary screen, cell-based, PathHunter beta-arrestin, luminescence; G-protein coupled receptor 151 (Homo sapiens), Q8TDV0; AID 1508602, 2020; activation, % at 11.2 µM; PathHunter beta-arrestin GPR151 cells; hit rate 1% among 650,000; in the data active = activation above about 4.9%;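 note: 0% = median of compound wells and 100% = cells with positive control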
TEAD-YAP inh: TEAD-YAP interaction inhibition, primary screen, TEAD-YAP interaction inhibitor project, luminescence, HEK-TIYL cells; TEAD-Gal4/YAP UAS-luciferase luminescence; inhibition, % at 9.12 µM; hit rate 1.4% among 640,000; AID 1259422, 2018; in the data active = inhibition above about 32%;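 note: 0% = median of test compound wells and 100% = reference inhibitor wells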
Numbers without * were called inactive; & = joins results of further samples. Compounds were not picked by outcome, and some 3.4% of all compounds hit somewhere here.

Results follow in this order: FBW7 act	MITF primary	GPR151 ag	TEAD-YAP inh
> COc1ccc(CCN2C(=O)C3C(C(=O)Nc4ccc(F)c(Cl)c4)C4C=CC3(O4)C2C(=O)NC2CCCC(C)C2C)cc1OC (centres undefined)
  0.0	-4	1.5	1
> CCC(C)NC(=O)c1cc(C)ccc1C (centres undefined)
  -0.1	1	1.4	-5
> COc1ccccc1NCC(=O)NC(c1ccccc1)c1ccccc1
  0.0	-4	0.1	-15
> O=C(O)CCC(NS(=O)(=O)c1cccc(Cl)c1)C(=O)O (centres undefined)
  0.0	7	-1.1	10
> C/C(=C\C(=O)c1cccnc1)NNC(=O)c1ccc(C)cc1
  0.2	-8	-0.5	-2
> COC(=O)C(NC(=O)c1ccccc1)(Nc1sc2c(c1C#N)CCC(C)C2)C(F)(F)F (centres undefined)
  -0.1	-2	1.7	-5
> O=C(Cc1c[nH]c2ccccc12)N1CCC(=O)N(Cc2ccccc2F)CC1
  0.0	-6	-0.8	-1
> COc1cc(NC(=O)c2cccc(Br)c2)c(OC)cc1Cl
  0.3	32	-0.3	-6
> Nc1ccc(-c2nnn(CC(=O)Nc3ccc(Cl)cc3)n2)cc1
  -0.1	-11	-0.1	1
> COc1ccc(Cc2nc3cc(C)c(C)cc3[nH]c2=O)cc1OC
  0.1	0	0.0	-3
> Cn1cc(CCC(=O)N2CCCC(C(=O)Nc3cccc(-c4ccc(F)cc4)c3)C2)cn1 (centres undefined)
  0.2	13	4.8	-1
> O=c1c2sccc2nc(SCc2cc(=O)n3cc(Cl)ccc3n2)n1-c1ccc(Br)cc1
  0.0	-4	0.6	5
> COc1cc(C2C3CN(C)CC=C3C(C#N)=C(N)C2(C#N)C#N)ccc1OCC(N)=O (centres undefined)
  -0.1	1	2.9	-4
> CCOC(=O)Nc1cc(Cl)ccc1Cl
  -0.1	3	0.0	-4
> COc1ccc2c(c1)c(=O)oc1c(C)c(OCC(=O)O)ccc12
  0.1	-9	-1.7	-5
> Nc1nc(SCC(=O)N2CCCCC2)[nH]c(=O)c1NC(=O)c1cccs1
  1.2	13	2.1	3
> FC(F)Oc1ccc(NC(=S)NN2CCOCC2)cc1
  0.7	-15	-1.3	-6
> O=C(Nc1c(O)c2ccccc2oc1=O)c1ccco1
  0.1	7	0.2	-12
> O=C(O)CCCNC(=O)/C(=C\c1cccc([N+](=O)[O-])c1)NC(=O)c1ccccc1Cl
  -0.1	-17	0.5	-1
> O=P1(Nc2ccc(Cl)cc2)C=C(c2ccccc2)OC(c2ccccc2)=C1
  0.1	1	0.1	3
> CCCN(CCC)S(=O)(=O)c1ccc(C(=O)Nc2sc3c(c2C(=O)OCC)CCN(C(C)=O)C3)cc1
  -0.1	5	0.5	12
> CCC(=O)Nc1cc(C(=O)O)ccc1S(=O)(=O)c1ccc(C)cc1
  -0.3	15	1.1	-1
> CCN(C(=O)COC(=O)c1cc(Cl)c(N)cc1OC)C1CCS(=O)(=O)C1 (centres undefined)
  0.2	-9	-0.6	0
> O=CN1CCN(S(=O)(=O)c2ccc(S(=O)(=O)NCc3ccccc3)cc2)CC1
  1.1	17	-0.1	6
> Cn1nccc1Nc1nc2ccc(C(=O)NCCc3ccc(O)cc3)cc2s1
  0.0	-12	0.6	-10
> COc1ccc2ccccc2c1/C=C1\SC(=NCc2ccccc2)N(Cc2ccccc2)C1=O
  0.0	13	0.2	-4
> CCOC(=O)N1CCC(N(CCOC)C(=S)Nc2cccc(C)c2)CC1
  -0.2	0	0.4	-6
> CCOC(=O)C1CCC(CN(Cc2ccccc2C)S(=O)(=O)c2ccc(F)cc2)CC1 (centres undefined)
  0.6	9	0.0	-2
> O=C(CCC1=NS(=O)(=O)c2ccccc2N1)NCc1cccnc1
  0.4	24	-0.9	2
> O=c1[nH]c2ccccc2c(O)c1-[n+]1ccccc1
  0.2	5	-0.9	-1
> COC(=O)c1c(OCCc2cccs2)cc(=O)n2c1CCN(Cc1ccccc1)CC2
  -0.2	2	-0.7	-23
> COCCn1c(SCC(=O)N2CCOCC2)nc2c(c1=O)SCC2
  -0.1	-4	-1.1	-6
> CSCc1csc(NC(=O)c2ccc(F)c(F)c2)n1
  -0.2	-7	0.3	-12
> CCCCc1ccc(NC(=S)NCCN2CCOCC2)cc1
  0.2	8	2.1	6
> CCOc1ccc(C2=NC(c3c(F)cccc3Cl)NC(c3cc(Br)ccc3O)C2)cc1 (centres undefined)
  0.1	-6	0.9	3
> Cc1cccc(C2=N/C(=C\c3cc(Br)cs3)C(=O)O2)c1
  -0.1	-19	-0.4	-6
> Cc1nc(N2CCN(C)CC2)c2c(C)c(C(=O)Nc3cccc(Cl)c3C)sc2n1
  0.5	16	-1.3	-9
> O=C(NCCN1CCN(c2ccccc2F)CC1)C1CC(=O)N(C2CCCC2)C1 (centres undefined)
  0.7	-6	-0.1	-3
> O=C(NCc1cccnc1)c1c(Cl)cccc1Cl
  0.5	-7	-0.1	2
> Cc1ccnc(S(=O)(=O)Cc2ccc(Cl)cc2)n1
  -0.1	0	1.7	29
> COc1ccc(C(=O)N/N=C\c2ccc(OC)c(OC)c2C(=O)O)cc1OC
  -0.1	-31	-0.6	-7
> O=C(NC(=S)Nc1ccc(S(=O)(=O)Nc2nccs2)cc1)c1ccc(F)cc1
  0.2	6	0.2	1
> CCOc1ccc(/C(O)=C2/C(=O)C(=O)N(Cc3ccco3)C2c2ccco2)cc1 (centres undefined)
  -0.2	18	0.2	-4
> CC(C)(C)N1C(=O)c2ccc(Oc3ccc4c(c3)C(=O)N(C(C)(C)C)C4=O)cc2C1=O
  0.2	6	-1.5	0
> COc1cc(Br)cc(/C=C2/NC(=O)NC2=O)c1O
  -0.3	1	1.5	-9
> CCOc1ccccc1NC(=O)CSc1nc2cc(OC)c(OC)cc2cc1C#N
  -0.2	-9	-0.3	-7
> COc1ccc(OC)c2sc(N3CCN(c4nc5ccccc5s4)CC3)nc12
  0.1	0	0.8	-5
> Cc1ccc(NC(=O)[C@@H](NC(=O)c2ccccc2)C(C)C)cc1
  0.1	19	-0.7	-5
> CC1(C)NC(=O)N(CN(CN2C(=O)NC(C)(C)C2=O)c2ccccc2)C1=O
  0.0	-16	-0.1	-7
> CS(=O)(=O)NCc1nnc(SCC(=O)c2ccc(F)cc2)o1
  -0.1	-12	-0.6	4

More results
Results follow in this order: FBW7 act	MITF primary	GPR151 ag	TEAD-YAP inh
> O=C(CCC1CCN(C(=O)CCc2ccncc2)CC1)NCc1ccc(F)cc1
  -0.1	-1	-0.1	2
> COc1cc(C2C(C#N)=C(C)NC3=C2C(=O)CC(C)(C)C3)cc(Cl)c1O (centres undefined)
  -0.1	-16	0.8	-5
> O=C(Nc1cc([N+](=O)[O-])cc2oc(-c3ccccc3)cc12)c1ccc(Cl)cc1Cl
  -0.1	7	-1.3	-5
> Cn1cc(C(=O)NCCc2ccccc2Cl)c2ccccc2c1=O
  0.3	7	0.1	-19
> Fc1ccc(C2=CC(c3cc(Br)ccc3OC(F)F)n3nnnc3N2)cc1 (centres undefined)
  -0.1	1	-1.4	9
> CSc1ccccc1NC(=S)Nc1ccc(S(N)(=O)=O)cc1
  -0.1	-6	0.3	-5
> COc1ccc(NC(=O)c2cc3nc(-c4ccco4)cc(C(F)(F)F)n3n2)c(OC)c1
  0.1	17	2.7	7
> CC(=O)N(Cc1ccco1)CC1C(C)C=C(C)CC1C (centres undefined)
  0.0	-5	0.1	9
> C=CCCCC(=O)Nc1nc2ccc(OCC)cc2s1
  0.0	14	0.9	-13
> Cc1c(Nc2ncccc2C(=O)O)cccc1C(F)(F)F
  0.3&0.3&0.0	11&-16&-7	-0.3&0.0&-0.3	-3&-13
> COc1ccc2[nH]c(=O)c(CN(CCCN(C)C)C(=O)NC3CCCCC3)cc2c1
  -0.1	10	-0.8	-2
> COc1cccc(C(CC(=O)NCC2CCCO2)NS(=O)(=O)c2ccc(F)cc2)c1OC (centres undefined)
  0.0	15	-1.1	-2
> Cc1c(C(=O)Nc2cnc3ccccc3c2)sc2ncnc(N3CCCCC3C)c12 (centres undefined)
  0.0	-3	1.5	-3
> COc1cc(Nc2ccnc(N3CCc4ccccc4C3)n2)cc(OC)c1OC
  -0.1	4	6.8*	5
> COc1ccc2[nH]c3ccc([N+](=O)[O-])cc3c(=O)c2c1
  0.1	-7	5.7*	12
> O=C(Nc1ccccc1C(=O)O)c1cncc(Br)c1
  0.1	57*	-4.1	-9
> COC(=O)CCC(=O)Nc1ccccc1F
  0.3	24	0.2	4
> CCN(CC)C(=O)C1CCCN(c2ncnc3c2c(-c2ccccc2)cn3-c2ccccc2)C1 (centres undefined)
  -0.1	4	1.1	-15
> CCN(CC)c1ccc(/C=c2/sc3nc(=O)c(C)nn3c2=O)cc1
  0.0	15	1.9	1
> Nc1nc(SCC(=O)Nc2ccc(Oc3ccccc3)cc2)n[nH]1
  0.2	7	1.0	-4
> O=C(Nc1nccs1)c1cc(S(=O)(=O)N2CCOCC2)ccc1Cl
  0.1	1	-0.6	-5
> N#Cc1cc2cc3c(cc2nc1NCCNC(=O)Nc1ccccc1Cl)OCO3
  -0.1	2	-0.2	0
> CCOC(=O)c1ccc(CN(Cc2ccccc2C)S(=O)(=O)c2ccc(NC(C)=O)cc2)cc1
  0.3	19	1.0	15
> N#Cc1c(-c2ccccc2)nc(SCc2ccccc2Cl)[nH]c1=O
  0.1	-3	-0.5	-2
> COc1ccc([N+](=O)[O-])cc1/C=C1/NC(=O)NC1=O
  0.0	2	-1.6	-7
> O=C(Nc1ccccc1C1CC1)c1ccccc1Cl
  0.5	14	-2.0	-10
> COc1ccccc1C(=O)CSc1nnc(-c2ccccc2)o1
  0.2	2	0.2	-12
> Cc1cccc(C)c1NC(=O)C(Cc1ccccc1)N1C(=O)C2C3c4ccccc4C(c4ccccc43)C2C1=O (centres undefined)
  -0.2	2	1.0	-5
> CC(=O)Nc1nc2ccc3ccccc3c2s1
  -0.2	4	0.5	15
> Cc1ccc(C)c(NC(=O)C(=O)NCCCO)c1
  0.0	-4	0.3	0
> CCN1CCN(CCCN(Cc2ccco2)C(=S)Nc2c(C)cccc2C)CC1
  0.0	-1	2.1	2
> Cc1ccc(S(=O)(=O)N(C)C)cc1NC(=S)Nc1cc([N+](=O)[O-])ccc1F
  0.1	0	-0.5	9
> Cc1onc(-c2ccccc2)c1C(=O)Nc1nnc(C(C)(C)C)s1
  0.1	0	-0.6	6
> O=C(c1c(F)cccc1Cl)N1CCN(Cc2nc3ccccc3[nH]2)CC1
  0.0	2	-0.7	-8
> COc1ccc(S(=O)(=O)n2cnc3cc(C)c(C)cc32)cc1OC
  0.2	16	0.4	-12
> CCC(=O)Nc1ccccc1C(=O)Nc1ccc(F)cc1
  0.2	17	-0.5	-4
> CCC(=Nc1ccccc1N)c1c(O)n(Cc2ccccc2)c(=O)[nH]c1=O
  0.6	7	-1.8	-23
> CC(C(=O)NCc1ccco1)n1ncn2cccc2c1=O (centres undefined)
  0.1	-4	-0.9	-7
> Cc1ccc(O)c(C=Nc2ccc3[nH]ncc3c2)c1
  -0.7	8	1.0	17
> Cc1cc(N2CCN(C)CC2)nc2ccc(NC(=O)CCC(=O)NCCC(C)C)cc12
  0.3	3	-0.8	-12

Brought forward from above: 3 compounds, followed by the next part.
Results follow in this order: FBW7 act	MITF primary	GPR151 ag	TEAD-YAP inh
> CC(C(=O)NCc1ccco1)n1ncn2cccc2c1=O (centres undefined)
  0.1	-4	-0.9	-7
> Cc1ccc(O)c(C=Nc2ccc3[nH]ncc3c2)c1
  -0.7	8	1.0	17
> Cc1cc(N2CCN(C)CC2)nc2ccc(NC(=O)CCC(=O)NCCC(C)C)cc12
  0.3	3	-0.8	-12
> CC(CNC(=O)c1cnc(N2CCCC2)nc1)c1ccccc1 (centres undefined)
  0.0	1	0.0	-12
> Cc1noc(C)c1C(=O)Nc1ccc(S(=O)(=O)NCCc2ccccc2)cc1
  -0.2	-1	0.0	5
> Cc1cc(C)n2nc(CNS(=O)(=O)c3ccccc3)nc2n1
  0.0	3	0.6	0
> CC(C)n1cnc2c(NC3CCN(Cc4ccccc4)CC3)nc(N3CCN(c4ccccn4)CC3)nc21
  -0.1	4	2.5	13
> COc1ccc(S(=O)(=O)NCc2ccc(Cl)cc2)cc1I
  -0.1	4	1.7	9
> CNC(=O)Nc1ccc(Br)cc1
  0.0	-9	0.9	-7
> O=C(NCCCN1CCOCC1)N1c2ccccc2Sc2ccccc21
  -0.1	-3	1.2	7
> CCOC(=O)N1CCN(Cc2cccc3ccccc23)CC1
  0.6	-21	0.0	0
> Cc1nc2ccccc2c2oc(C(=O)NCCCN3CC(C)CC(C)C3)cc12 (centres undefined)
  -0.1	11	-0.4	4
> CN(N)C(=S)Nc1ccc(Cl)cc1
  0.3	12	0.0	11
> O=c1[nH]c(=O)n(Cc2ccccc2)c(O)c1C=NC(CO)(CO)CO
  0.0	14	-0.1	6
> CCOC(=O)c1ccc(Nc2nnc(-c3cc4cc(Br)ccc4oc3=O)s2)cc1
  -0.2	-11	-2.1	-7
> CC(=O)N1CCC(N(Cc2ccccc2Cl)C(=O)Nc2ccc(C)c(C)c2)CC1
  0.3	-3	2.2	-7
